Compound activity (PubChem)
Vif-A3F inh: inhibitors of Vif-A3F interaction. HeLa A3F-eYFP + Vif (tagged APOBEC3F with the HIV-1 protein that degrades it), YFP fluorescence increase. Potency, µM (series often up to 46.1 µM), inactives show top-dose activity, negative = active. 0.2% of 390,000 active. AID 602313; note: potency is the fitted concentration of half-maximal effect; % of control where 0% means no effect; nearly all actives have a fitted effect of over 65% in size
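HeLa cells stably expressing A3F-eYFP plus Vif, plated and incubated overnight at 37 deg C, then exposed to compounds overnight at 37 deg C. Blocked degradation read as raised yellow fluorescence (Ex 488/Em 500-530).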
LDHA inh: inhibitors of human lactate dehydrogenase A; P00338; purified LDHA, NADH/diaphorase-resazurin fluorescence; hits give low values; activity change, % (values are at about 110 or 230 µM); 0.15% of 480,000 active; in the data active = activity change below about -30%; inconclusive = mostly about -25% to -30%;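 note: plate controls were DMSO wells for no effect and wells without enzyme for full effect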
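Remaining NADH was detected by diaphorase (0.133 mg/mL) converting 37 µM resazurin to fluorescent resorufin, read at 0 and 20 minutes. The preceding 5-minute room-temperature reaction used 2 nM LDHA, 0.2 mM sodium pyruvate and 0.06 mM NADH at pH 7.4.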
GRP78 ERSR act: inducers of ER stress response in human glioma cells | U87-MG GRP78 promoter luciferase reporter, 16 h | 0.02% of 420,000 active | AID 602332 | Potency, µM, for inactives: at the highest dose activation, hits mostly activators; note: potency is the fitted concentration of half-maximal effect; series mostly up to about 76 µM; % of control where 0% means no effect; nearly all actives have a fitted effect of over 35% in size
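ERSR induction read as luciferase luminescence (Bright-Glo, 10 min at room temperature) in stably transfected human U87-MG glioma cells exposed to compounds for 16 h, using GRP78 as sensor.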
Vif-A3G inh: Vif-A3G binding inhibition | Q9HC16 | HeLa A3G-eYFP + Vif (tagged APOBEC3G with the HIV-1 protein that degrades it), YFP fluorescence, overnight | Potency, µM (top dose mostly 46.1 µM), inactives show top-dose activity, negative = active, usual class: inhibitors | 0.076% of 410,000 active;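 note: potency is the fitted concentration of half-maximal effect; % is set by controls: 0 for no effect and ±100 for the full control effect; nearly all actives have a fitted effect of over 60% in size; hits raise eYFP signal because A3G escapes Vif-driven loss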
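HeLa cells stably expressing Vif and C-terminally eYFP-tagged A3G, seeded overnight at 37 deg C, then exposed to compound by pintool overnight at 37 deg C. Rise in yellow fluorescence (Ex 488/Em 500-530, Acumen) marks blocked Vif-driven A3G degradation.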
USP1 inh: blocks the human USP1/UAF1 deubiquitinase complex | AID 743255 | recombinant USP1/UAF1, Ub-Rhodamine cleavage fluorescence | 0.23% of 390,000 active | Potency, µM (top dose mostly 57.1 µM), for the others: at the top dose activity change, negative = inhibition, most hits filed as inhibitors; note: potency is the fitted concentration of half-maximal effect; % is set by controls: 0 for no effect and ±100 for the full control effect; nearly all actives have a fitted effect of over 60% in size; inactives centre near -12
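1 nM enzyme complex + cpd, 15 min RT; start with Ub-Rho 150nM final; kinetic fluorescence ex 480/em 540, 6 reads q60 s. Buffer 50mM HEPES pH 7.8, 0.5mM EDTA, 0.1 mg/ml BSA, 1mM TCEP, 0.01% Tween-20.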
rTrxR1 inhibitor: rat TrxR1 inhibition; O89049; Potency, µM (top dose mostly 114 µM), for the others: at the top dose activity change, negative = inhibition, hits mostly inhibitors; AID 588453; 1% of 390,000 active; recombinant rTrxR1, NADPH fluorescence consumption, selenite substrate; note: potency is the fitted concentration of half-maximal effect; % is set by controls: 0 for no effect and ±100 for the full control effect; nearly all actives have a fitted effect of over 65% in size
Target sequence (O89049 whole entry, looked up): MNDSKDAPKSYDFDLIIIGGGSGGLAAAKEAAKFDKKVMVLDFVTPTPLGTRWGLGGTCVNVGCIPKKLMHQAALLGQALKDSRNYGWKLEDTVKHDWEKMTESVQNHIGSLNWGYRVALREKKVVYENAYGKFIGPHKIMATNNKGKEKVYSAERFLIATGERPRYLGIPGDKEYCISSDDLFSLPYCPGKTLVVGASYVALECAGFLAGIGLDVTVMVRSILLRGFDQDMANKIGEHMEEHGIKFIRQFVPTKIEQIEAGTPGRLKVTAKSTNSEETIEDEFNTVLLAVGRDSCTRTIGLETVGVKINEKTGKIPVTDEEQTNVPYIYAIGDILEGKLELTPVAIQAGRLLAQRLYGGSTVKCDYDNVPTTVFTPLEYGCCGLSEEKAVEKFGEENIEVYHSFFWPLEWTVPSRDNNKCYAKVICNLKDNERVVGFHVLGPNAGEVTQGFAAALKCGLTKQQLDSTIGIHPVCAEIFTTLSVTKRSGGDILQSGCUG
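Rat TrxR1 (90 nM in the dispensed reagent) was pre-reduced with 400 uM NADPH for 5 min at room temperature, then incubated with compound for 15 min. After 400 uM selenite was added, NADPH fluorescence (Ex 340/Em 450 nm) was followed for 8 min.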
mIDH1 inhibitor: inhibitors of human mutant IDH1 R132H | 0.093% of 390,000 active | Potency, µM (highest dose often 76.6 µM), for the others: at the top dose activity change, negative = inhibition, most hits filed as inhibitors | O75874 | IDH1-R132H enzyme, NADPH consumption, diaphorase/resazurin fluorescence; note: potency is the fitted concentration of half-maximal effect; % is set by controls: 0 for no effect and ±100 for the full control effect; nearly all actives have a fitted effect of over 65% in size
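IDH1-R132H (0.5 ug/mL dispensed) in pH 7.5 Tris buffer was preincubated 30 min with compound, then given a substrate mix of 0.016 mM NADPH and 2 mM alpha-KG for 80 min at room temperature; remaining NADPH was read by diaphorase/resazurin fluorescence.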
RGS4 inhibitor: blocks human RGS4-accelerated GTP hydrolysis | Potency, µM (doses to about 114 µM), for inactives: at the highest dose activity change, negative = inhibition, most hits filed as inhibitors | AID 504845 | P49798 | Transcreener GDP fluorescence polarization, RGS4-accelerated GTP hydrolysis | 0.039% of 390,000 active; note: potency is the fitted concentration of half-maximal effect; % is set by controls: 0 for no effect and ±100 for the full control effect; nearly all actives have a fitted effect of over 75% in size; some results filed as inactive show a strong effect at the top dose
Target sequence (P49798 whole entry, looked up): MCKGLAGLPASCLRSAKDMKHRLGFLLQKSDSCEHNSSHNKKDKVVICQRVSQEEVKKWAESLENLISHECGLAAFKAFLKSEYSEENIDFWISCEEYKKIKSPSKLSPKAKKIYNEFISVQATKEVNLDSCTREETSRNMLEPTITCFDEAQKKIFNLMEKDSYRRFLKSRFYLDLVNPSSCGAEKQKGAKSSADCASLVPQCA
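MLSMR compounds (23 nl, pin-transferred) preincubated 10 min at room temperature with a 500nM (2x) first reagent, then RGS4 at 900nM (2x) plus Transcreener GDP mix added; fluorescence polarization (620/688 nm) read before and after 90 min at 30 °C.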
TrxR1 substrate: substrates of rat thioredoxin reductase 1; O89049; 0.01% of 390,000 active; purified TrxR1 substrate turnover, NADPH consumption readout; AID 588456; Potency, µM (doses to about 114 µM), for inactives: at the highest dose activity change, negative = substrate turnover; note: potency is the fitted concentration of half-maximal effect; % is set by controls: 0 for no effect and ±100 for the full control effect; nearly all actives have a fitted effect of over 50% in size
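Rat TrxR1, dispensed at 90 nM, was prereduced with 400 uM NADPH (final) for 5 min at ~22 deg C, then incubated with compound 15 min before 400 uM selenite. A first-read NADPH fluorescence drop versus no-compound background flagged substrates.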
* = called active by the depositor; u = inconclusive; x = not tested or not shown; & = joins results of further samples; [ ] = dose if it differs, or a comment. Unless noted, calls come from the whole dose curve; as a rule, active = well fitted curve in the direction sought with a large enough effect; inconclusive = small, poorly fitted or top-dose-only effect, or another doubt; inactive = no such curve, though single readings can be large; an effect the other way counts as inactive or inconclusive. An excerpt, so the mix of outcomes need not match the whole.

Results follow in this order: Vif-A3G inh	USP1 inh	rTrxR1 inhibitor	LDHA inh	mIDH1 inhibitor	Vif-A3F inh	GRP78 ERSR act	RGS4 inhibitor	TrxR1 substrate
- O=C1ON=C(c2ccccc2)/C1=C/c1ccc(O)cc1
 : u	-14.8%	14.1µM*	-17.1	10.8%	-12.7%	5.2%	u	-1.2%
- CCOC(=O)c1c(/N=C/N(C)C)sc(/C=N/Nc2ccccc2)c1-c1ccccc1Cl
 : -9.0%	-17.4%	-4.7%	11.8	5.9%	1.7%	2.9%	-21.1%	-8.0%
- Cc1ccc(SCc2cc(-c3ccc(Cl)cc3)no2)cc1
 : 0.2%	0.6%	-8.4%	-5.7	-3.2%	2.7%	-2.9%	5.6%	-12.6%
- COC(=O)C(Nc1nccs1)(OC)C(F)(F)F (stereo not given)
 : -0.6%	-16.3%	u	-1.5	4.8%	-5.1%	-1.6%	7.7%	0.2%
- CCC(=O)N1CCc2cc(S(=O)(=O)CCC(=O)N3CCN(c4cccc(C)c4)C(C)C3)ccc21 (stereo not given)
 : -2.0%	-26.4%	0.0%	-0.9	-7.4%	-1.6%	-2.7%	0.6%	-7.6%
- COC(=O)c1ccccc1NC(=O)c1cc2nc(-c3ccc(OC)cc3)cc(C(F)(F)F)n2n1
 : 3.3%	-8.8%	-2.6%	-6.8	-2.8%	-0.1%	-2.4%	-5.6%	2.9%
- C[C@@H]1CN([C@@H](C)CO)C(=O)CCCn2nncc2CO[C@H]1CN(C)Cc1ccc2c(c1)OCO2
 : 5.7%	-13.9%	x	1.8	2.9%	1.1%	-5.6%	x	x
- CCOC(=O)N1CCN(c2c(NCCN3CCCCC3CC)c(=O)c2=O)CC1 (stereo not given)
 : 1.9%	u	23.4%	-13.2	-4.2%	-12.4%	-2.0%	1.7%	4.1%
- CCOC(=O)C1(Cc2ccc(Cl)cc2)CCN(C(=O)c2cscn2)CC1
 : 12.4%	-15.8%	4.0%	-4.9	2.6%	7.2%	-3.2%	-3.6%	-6.4%
- COc1ccc(C(=O)Oc2c(OC)cc(C(=S)N3CCOCC3)cc2OC)cc1
 : 1.9%	-17.4%	14.1%	-1.7	2.5%	-3.5%	0.8%	-4.5%	-0.9%
- C[C@@]12CCC=C[C@H]1[C@H](c1ccc3ccccc3c1)N(Cc1ccccc1)C2=O
 : 1.4%	-21.1%	u	-0.1	1.0%	-18.6%	-5.4%	0.8%	-6.4%
- COc1cc(CNC2CCCCC2OC)cc(OC)c1OC (stereo not given)
 : -4.4%	4.4%	12.5%[57.1 µM]	-13.5	10.6%	0.5%	-3.0%	-1.2%	-4.8%[57.1 µM]
- O=C(N/N=C/c1ccc([N+](=O)[O-])o1)c1cc(-c2ccncc2)nc2ccccc12
 : u	-4.2%	-10.7%	0.5	7.7%	2.8%	-2.4%	17.0%	5.1%
- C(#CCN1CCC(Cc2ccccc2)CC1)COCCOCc1ccccc1
 : 1.2%	-5.5%	-10.4%	-1.2	1.9%	1.8%	-2.3%	-8.2%	-10.1%
- COc1ccc(Cl)cc1S(=O)(=O)Nc1ccc2c(c1)n(C)c(=O)n2C
 : 9.2%&-8.3%	u	27.7%&2.0%	-3.8&-0.7	0.0%&17.8%	-0.8%&-11.0%	-0.2%&-1.6%	37.1%&2.3%	8.4%&2.3%
- CCCOc1ccc(-c2c(C(=O)N/N=C/c3ccncc3)nnn2-c2nonc2N)cc1
 : -1.9%	-17.7%	1.9%	-1.9	-5.7%	2.3%	-8.1%	-9.0%	-2.3%
- CC(Sc1nnc(CC(C)c2ccccc2)n1N)C(N)=O (stereo not given)
 : 0.8%	-21.8%	8.7%	-2.8	5.0%	-9.6%	1.0%	-2.6%	-1.3%
- Brc1ccc2nc(N3CCCC3)sc2c1
 : -2.9%	-11.8%	19.3%[57.1 µM]	-7.3	7.4%	-22.5%	0.2%	17.3%	8.4%[57.1 µM]
- CC1CCN(S(=O)(=O)c2cn(C)c(=O)n(C)c2=O)CC1
 : -5.4%	-13.8%	10.7%[57.1 µM]	-5.2	3.7%	-15.3%	-4.5%	12.2%	13.0%[57.1 µM]
- COc1ccc(Nc2nc(-c3cccs3)nc3ccccc23)cc1
 : -25.4%	1.4%	2.2%[57.1 µM]	-6.9	3.6%	-2.1%	-1.4%	6.5%	11.1%
- O=C(Nc1ccccc1)N1N=C(c2ccc(F)cc2)CC1c1ccc(F)cc1 (stereo not given)
 : -0.5%	-16.8%	-10.4%	-0.2	3.0%	-3.5%	-3.5%	-32.0%	-7.8%
- Cc1ccc(CCNC(=O)Cn2ncc3c(=O)oc4ccccc4c32)cc1
 : 5.9%	-4.7%	2.1%	-4.4	5.1%	-0.2%	-1.8%	23.5%	-1.0%
- Clc1ncnc2c1oc1ccccc12
 : -5.6%	-16.8%	-21.9%	1.6	4.5%	-1.6%	7.0%	-10.8%	4.7%
- COC(=O)c1ccc(C(NC(=O)OCc2ccccc2)/C(F)=C/[C@@H](C)C(=O)O)cc1 (stereo not given in full)
 : 0.0%&-1.6%	-20.5%	31.0%&-1.5%	-3.4	1.3%	1.4%	0.3%&-0.7%	7.5%&-11.1%	3.2%&-0.9%
- COC(=O)C1=C(N)Oc2c(oc(CO)cc2=O)C1c1ccccc1F (stereo not given)
 : -2.2%	-12.5%	8.1%[57.1 µM]	-1.6	5.5%	0.6%	3.0%	-7.1%	7.8%[57.1 µM]
- Cc1cc(=O)c(C(=O)O)c(C)n1-c1ccccc1
 : -2.2%	7.4%	-7.2%	-0.4	-9.0%	-15.5%	-2.7%	12.4%	-6.1%
- COc1ccc(C(CNC(=O)CNC(=O)c2cccc(C)c2)N2CCOCC2)cc1 (stereo not given)
 : -7.6%	-6.0%	1.4%	-6.9	0.6%	1.9%	0.7%	-13.9%	-0.3%
- Cc1ccc2c(=O)cc(C(=O)Nc3sc4c(c3C(=O)NCc3ccco3)CCC4)oc2c1C
 : 1.2%	8.6%	17.1%	-0.3	-0.7%	-2.6%	-5.8%	4.0%	0.3%
- COc1ccc(CC(=O)NN2C(=O)c3ccccc3C2=O)cc1
 : 1.2%	-4.7%	-9.9%	-2.3	2.2%	-20.6%	-2.6%	6.8%	-4.3%
- CCn1c(SCC(=O)Nc2cc(C)on2)nnc1-c1ccccc1
 : 0.6%	-3.1%	-3.1%	-6.1	0.0%	-0.6%	-2.7%	17.5%	-6.2%
- O=C(Nc1ccc(CN2CCOCC2)cc1)c1cc2ccccn2n1
 : 4.2%	-26.6%	-0.2%[57.1 µM]	-1.0	24.3%	5.9%	-10.9%	-15.4%	-3.0%[57.1 µM]
- CC1CCc2c(sc(NC(=O)CSc3nnc(-c4ccccc4)o3)c2C#N)C1 (stereo not given)
 : 0.0%	-9.3%	-20.9%	-0.3	-0.5%	-0.1%	-0.9%	-6.9%	3.6%
- COc1ccc(-c2cnn3c(C)cc(C)nc23)cc1OC
 : -0.9%	-24.3%	-2.3%[57.1 µM]	-3.6	-6.9%	-1.0%	0.9%	-20.5%	3.9%[57.1 µM]
- Cc1ccnc(NC(=O)c2ccc(COc3ccc(Cl)cc3)o2)c1
 : -1.1%	-8.1%	-8.7%	-3.7	6.4%	-0.9%	-0.3%	-17.6%	-6.5%
- COc1cc(C(=O)NNC(=O)CSc2nnc3ccccn23)cc(OC)c1OC
 : 1.4%	-15.8%	33.0%	-2.3	-1.6%	6.1%	-4.4%	3.4%	12.3%
- COCC(=O)Nc1nc2n(n1)C(c1ccccc1)CC(c1ccc(OC)cc1)N2 (stereo not given)
 : 2.0%	-17.8%	u	-3.7	-9.1%	-0.1%	-4.5%	-25.3%	64.5%[activator]
- Cc1cc(Br)ccc1OCCCCN1CCC(C)CC1
 : -0.6%	-14.3%	-2.8%	-5.1	9.0%	-0.8%	-4.0%	3.8%	-2.7%
- CCCOc1ccc(N2C(=O)CC(SCC(N)C(=O)OCC)C2=O)cc1 (stereo not given)
 : 1.2%	-8.8%	12.9%	2.4	0.3%	2.9%	10.8%	-12.3%	3.9%
- C=CCN1C(=O)/C(=C\C=C2\N(C)c3ccccc3C2(C)C)SC1=S
 : u	u	-16.0%	-9.8	-1.1%	u	-2.8%	4.6%	-11.1%
- COc1cccc(-c2cc(C(=O)Nc3c(C)nn(Cc4ccccc4)c3C)no2)c1
 : 3.7%	-15.7%	13.5%	-0.6	1.2%	5.0%	-1.9%	-10.2%	3.1%
- Cc1cccc(-c2nnc(-c3cccc(NC(=O)Cc4cccs4)c3)o2)c1
 : 2.3%	-4.5%	23.1%[57.1 µM]	-2.9	0.5%	5.6%	u	0.5%	4.8%[57.1 µM]
